# Mtb UGM inh: inhibitors of M. tuberculosis UDP-galactopyranose mutase. P9WIQ1. purified UGM, fluorescence polarization probe displacement. inhibition, % at 10 µM. 320,000 tested, 0.06% active. AID 504406; in the data active = inhibition above about 10%, passing the limit was not always enough; inconclusive = no clear call, values can overlap the other calls
# Target sequence (P9WIQ1 whole entry, looked up): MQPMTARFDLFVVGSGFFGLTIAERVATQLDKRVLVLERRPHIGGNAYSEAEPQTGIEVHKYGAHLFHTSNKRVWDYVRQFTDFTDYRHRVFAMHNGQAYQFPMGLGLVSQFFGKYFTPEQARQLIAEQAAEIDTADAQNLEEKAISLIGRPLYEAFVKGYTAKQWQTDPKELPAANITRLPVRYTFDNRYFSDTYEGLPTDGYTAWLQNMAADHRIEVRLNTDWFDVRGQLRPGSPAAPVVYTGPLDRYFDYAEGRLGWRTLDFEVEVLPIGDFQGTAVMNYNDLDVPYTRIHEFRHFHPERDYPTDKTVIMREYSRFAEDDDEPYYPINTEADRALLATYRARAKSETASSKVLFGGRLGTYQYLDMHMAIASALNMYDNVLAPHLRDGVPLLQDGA
# DUSP3 inh: DUSP3 (human) phosphatase inhibition | recombinant VHR phosphatase, pNPP absorbance | inhibition, % at 13.3 µM | 290,000 tested, 0.52% active | AID 1654; in the data active = inhibition above about 50%; also: some compounds called inactive have numbers as strong as hits
# Target sequence (P51452 whole entry, looked up): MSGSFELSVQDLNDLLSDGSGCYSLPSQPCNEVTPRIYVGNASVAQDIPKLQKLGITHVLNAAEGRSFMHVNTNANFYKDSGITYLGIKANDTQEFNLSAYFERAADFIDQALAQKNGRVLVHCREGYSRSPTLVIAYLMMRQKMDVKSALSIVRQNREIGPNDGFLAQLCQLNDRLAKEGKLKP
# BioA inh: BioA (M. tuberculosis) enzyme inhibition. purified M. tuberculosis BioA enzyme, plate reader. inhibition, % at 9.99 µM. 360,000 tested, 0.096% active; in the data active = inhibition above about 40%; inconclusive = no clear call, values can overlap the other calls
# MazEF act: activators of E. coli MazEF toxin-antitoxin RNase. FAM/BHQ RNA-DNA oligo cleavage fluorescence, 5 h. 350,000 tested, 0.32% active. activation, % at 20 µM. P0AE70; in the data active = activation above about 50%
# Target sequence (P0AE70 whole entry, looked up): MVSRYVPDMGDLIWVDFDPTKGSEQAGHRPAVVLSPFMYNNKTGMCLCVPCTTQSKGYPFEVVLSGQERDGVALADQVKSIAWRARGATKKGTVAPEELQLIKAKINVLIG
# BoNT-F LC inh: inhibitors of Botulinum neurotoxin F light chain protease; Multiplex microsphere protease cleavage assay, flow cytometry; inhibition, % at 10 µM; 360,000 tested, 0.22% active; AID 588497; in the data active = inhibition above about 35%, passing the limit was not always enough; inconclusive = no clear call, values can overlap the other calls; also: plate controls were buffer without enzyme for full effect and enzyme alone for no effect
# GDH-TPI counter: inhibits GDH-TPI coupling enzymes, artifact for Mtb FBA screen; GDH-TPI coupled enzyme counterscreen, NADH absorbance; inhibition, % at 4.8 µM; 360,000 tested, 1.2% active; AID 588335;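 also: 0% = DMSO wells and 100% = wells lacking the enzyme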
# FadD28 FP inh: blocks FadD28 binding to the bisubstrate probe. AID 588549. inhibition, % at 12.5 µM. 360,000 tested, 0.22% active. fluorescence polarization; in the data active = inhibition above about 8.5%, passing the limit was not always enough; inconclusive = no clear call, values can overlap the other calls
# FBA Mtb inh: Mtb fructose-bisphosphate aldolase inhibition; P9WQA3; purified M. tuberculosis FBA, fluorescence read-out; inhibition, % at 1 µM; 360,000 tested, 2.3% active; AID 588726; in the data active = inhibition above about 27%;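 also: 0% = vehicle and 100% = reference inhibitor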
# Target sequence (P9WQA3 whole entry, looked up): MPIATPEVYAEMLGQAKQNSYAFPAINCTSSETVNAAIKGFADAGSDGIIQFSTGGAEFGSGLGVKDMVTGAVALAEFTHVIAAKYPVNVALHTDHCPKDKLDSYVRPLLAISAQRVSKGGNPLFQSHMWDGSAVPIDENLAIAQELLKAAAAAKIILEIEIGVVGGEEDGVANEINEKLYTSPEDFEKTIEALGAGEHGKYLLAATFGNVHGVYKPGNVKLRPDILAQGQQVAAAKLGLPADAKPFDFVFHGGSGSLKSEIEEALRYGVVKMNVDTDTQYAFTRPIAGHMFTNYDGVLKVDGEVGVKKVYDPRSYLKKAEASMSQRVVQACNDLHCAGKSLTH
# Rv3671c protease: Rv3671c (M. tuberculosis) protease inhibition | P9WHR9 | inhibition, % at 5.96 µM | AID 2606 | 320,000 tested, 0.048% active; in the data active = inhibition above about 38%;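 also: extracellular domain of Rv3671c used as enzyme; 0% = enzyme with DMSO and 100% = no enzyme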
# CCHF vOTU inh: CCHFV vOTU protease inhibition | AID 651958 | Pep-AMC fluorescence | inhibition, % at 11.5 µM | 370,000 tested, 0.55% active; also: 0% = vehicle wells with enzyme and 100% = no enzyme wells
# * hit, by the source's call; ? = inconclusive; / = not tested or not shown; + = active, no number. Rule as the data show it, unless noted: active = inhibition above about 30%; inactive = the rest.
SMILES,Mtb UGM inh,DUSP3 inh,BioA inh,MazEF act,BoNT-F LC inh,GDH-TPI counter,FadD28 FP inh,FBA Mtb inh,Rv3671c protease,CCHF vOTU inh
COC(=O)[C@H](CC(C)C)N(Cc1ccccc1)S(=O)(=O)N(Cc1ccccc1)[C@@H](CC(C)C)C(=O)OC,-0.5,/,0.3,-5,-4,1,0.1,5,-2,3
CN1CCN(c2ccc([N+](=O)[O-])cc2NC(=O)c2ccccc2)CC1,-1.0,22,/,6,-3,9,0.2,0,-1,0
O=C(NCCCCc1ccccc1)c1cccc(NC(=O)C2CCC2)c1,/,/,-1.1,4,-6,6,-2.0,-1,/,2
CC(=O)c1cccc(NC(=O)N[C@@H](CC(C)C)C(=O)O)c1,0.6,10,-0.3,8,-2,-1,-0.2,0,5,-5
CCN1CCN(/C=N/c2nc(C)cs2)CC1,-0.7,19,0.1,2,-9,2,-0.8,0,2,-3
c1ccc(C[C@H]2CN=C(Nc3ccccc3)N2CC2CCCCCC2)cc1,3.7,/,-0.5,11,-10,13,-1.6,8,2,1
CC1=NN(c2ccccc2)C(=O)/C1=C/c1c(O)[nH]c(=O)[nH]c1=O,-0.5,2,-0.3,3,-4,1,-3.0,-3,-75,18
Cc1ccc(N=C(c2cccs2)N2CCOCC2)cc1,3.4,13,-2.2,2,4,-1,1.4,-1,-9,-28
O=C(NNC(=O)c1ccc(Cl)cc1Cl)c1csc(-c2cccnc2)n1,-1.3,-13,1.8,2,-15,-1,0.4,0,-11,3
CCc1ccc(Nc2nc(C)cc(C)n2)cc1,0.7,38,10,-3,?,1,0.3,-1,-2,3
Cc1ccc(C(C)(C)C)cc1S(=O)(=O)Nc1cccc(C(=O)N2CCN(c3ccccn3)CC2)c1,/,/,-1.3,-9,19,8,-2.0,2,/,13
CC1CCCCC12NC(=O)N(CC(=O)NNC(=O)c1ccc(Br)cc1)C2=O (stereo not given),-2.6,/,-1.0,6,-3,-2,-0.7,-1,2,18
O=Cc1ccc2ccc3cccnc3c2n1,0.3,57*,3.1,1,-14,-10,-4.6,0,-1,-10
Cc1ccc(-c2nc3sc4c(c3c(=O)n2N)CC(C)(C)OC4)cc1,-2.4,2,1.8,6,-2,5,-1.8,2,3,-9
COc1cc(-c2nc3cccc(C)n3c2NCC2CCCO2)ccc1O (stereo not given),-1.6,-10,/,3,2,-10,-4.6,29*,4,-11
Cc1cccc2nc(CSC(=N)N)c(Br)n12,-0.5,18,/,5,4,4,-3.7,1,-7,8
CCNCCNC(=O)c1c(O)c2cccc3c2n(c1=O)CCC3,1.2,21,-3.0,-18,/,7,-1.7,0,-3,-7
CCN(C(=O)COC(=O)CSc1ccc(C)cc1C)c1c(N)n(Cc2ccccc2)c(=O)[nH]c1=O,/,/,-1.8,-6,-10,-4,-8.1,-2,/,11
Cc1ccc(CNS(=O)(=O)c2c(C(=O)N3CCCCC3)c(C)n(C)c2C)cc1,0.1,-2,-0.2,12,-7,11,0.1,2,13,8
CC(C)CCn1c(N2CCC(C(N)=O)CC2)nc2c1c(=O)[nH]c(=O)n2C,-1.3,28,-0.2,1,-6,-15,-2.4,-4,-6,0
Cc1cc(C(=O)OCC(=O)N2CCN(C(=O)c3ccco3)CC2)c(C)n1-c1ccc(F)cc1,-1.4,32,2.1,1,?,-12,-3.7,-7,-1,8
Cc1cc(C)nc(N2CCCC(C(=O)Nc3ccc4c(c3)OCO4)C2)n1 (stereo not given),-1.1,7,/,1,-3,-8,-3.9,0,-10,5
O=C(Cn1nc(-c2ccccc2)c2ccccc2c1=O)Nc1ccccn1,0.1,-10,0.4,-1,-12,1,-1.9,0,-2,1
COCCNC(=O)c1onc(CSc2cccc(OC)c2)c1C(=O)NCCOC,-1.1,/,-2.7,0,3,13,-1.1,6,-7,11
Cc1ccc(C)c(NC(=O)COC(=O)c2cccc(S(=O)(=O)N3CCCC3)c2)c1,/,/,-0.3,1,-7,-1,-0.5,-1,/,-1
Cn1c(-c2ccc(Cl)nc2)nc2ccccc21,4.8,/,2.4,6,24,-1,-0.4,37*,14,-14
COc1ccccc1CNc1nc(NCc2ccc3occc3c2)c2sccc2n1,/,/,0.3,/,-5,8,2.9,7,/,0
COCCn1c(SCC(=O)c2[nH]c(C)c(C(C)=O)c2C)nc2ccccc21,-2.5,3,/,7,3,13,-5.0,-3,-7,0
COc1ccc(CN(C)C(=O)Cn2cnc3c(SC)nc(N)nc32)cc1OC,1.3,/,-2.0,7,-8,0,-3.3,4,4,5
CCCOC(=O)c1ccc(-n2nnnc2SCC(=O)N2CCCCC2)cc1,-0.7,21,/,3,-6,4,-1.9,0,2,-3
CC1(C)CC(=O)C=C(NCc2cccs2)C1,-2.7,17,/,-17,-17,-1,-2.8,-4,-1,-5
CCCS(=O)(=O)N1CCCC(C(=O)NCCc2ccccc2)C1 (stereo not given),1.6,14,-0.8,3,-2,4,-1.1,3,0,0
COc1ccc(OCC(=O)Nc2ccccc2OC(F)F)cc1,-1.4,6,-1.7,5,5,3,-0.2,-2,-4,0
CCCc1cc(=O)[nH]c(SCC(=O)Nc2ccc(C(=O)Nc3ccccc3OC)cc2)n1,0.5,/,2.2,-1,1,0,-0.3,0,-1,-5
CCOC(=O)N1CCC(NC(=O)C2CCN(c3ccc(N4CCOCC4)nn3)CC2)CC1,0.0,10,/,3,0,13,-0.9,31*,0,/
CC(C)(C)C1CCC(C(=O)Nc2cccnc2)CC1 (stereo not given),2.2,26,11,5,1,-8,-7.2,1,1,8

# Quoted from the listing.
# Cc1cccc2nc(CSC(=N)N)c(Br)n12 in Mtb UGM inh is listed with -0.5
# Cc1ccc(C(C)(C)C)cc1S(=O)(=O)Nc1cccc(C(=O)N2CCN(c3ccccn3)CC2)c1 in FadD28 FP inh is listed with -2.0
# CCCc1cc(=O)[nH]c(SCC(=O)Nc2ccc(C(=O)Nc3ccccc3OC)cc2)n1 in GDH-TPI counter is listed with 0
# CC(C)CCn1c(N2CCC(C(N)=O)CC2)nc2c1c(=O)[nH]c(=O)n2C in MazEF act is listed with 1
# CCN1CCN(/C=N/c2nc(C)cs2)CC1 in GDH-TPI counter is listed with 2
# c1ccc(C[C@H]2CN=C(Nc3ccccc3)N2CC2CCCCCC2)cc1 in FBA Mtb inh is listed with 8

# More records:
SMILES,Mtb UGM inh,DUSP3 inh,BioA inh,MazEF act,BoNT-F LC inh,GDH-TPI counter,FadD28 FP inh,FBA Mtb inh,Rv3671c protease,CCHF vOTU inh
CC1=C(C(=O)OC2CCCC2)C(c2coc3ccc(C)cc3c2=O)C2=C(CCCC2=O)N1 (stereo not given),-0.4,20,-0.1,3,-2,-1,-12,-9,0,-5
O=C(O)CCc1ccc(-c2ccc(F)cc2)n1Cc1ccco1,4.6,11,-1.1,3,-7,12,2.2,7,-3,-2
COc1ccc(NC(=O)c2ccc(CN3CCc4ccccc4C3)cc2)c(OC)c1,1.3,-16,1.7,9,/,9,-0.4,1,-12,-1
CCN(CC)S(=O)(=O)c1c(Br)cc(C)cc1Br,-4.5,-10,0.2,-4,-14,1,-6.9,-2,-4,-4
Cc1cc(=O)oc2c3c(cc(OCC(=O)NCc4ccco4)c12)OC(C)(C)CC3,-2.7,9,7.0,-1,0,13,-2.6,+,0,-162
CCCCOC(=O)c1ccc(Nc2ccc([N+](=O)[O-])cn2)cc1,1.0,-4,/,3,9,14,0.4,-6,-2,0
COc1ccc(C(=O)NC(=S)Nc2ccc(Cl)cn2)cc1OC,-1.0,18,/,6,-2,6,-4.3,2,-14,6
CCN(CC)C(=O)CSc1nc2ccccc2c(=O)n1-c1cccc(OC)c1,1.9,16,2.0,7,14,-14,-4.1,-19,4,3
O=C(OCc1nc2ccsc2c(=O)[nH]1)c1ccco1,0.7,/,/,1,8,8,-1.0,3,2,-7
O=C(NCc1ccco1)c1cc2n(n1)C(C(F)(F)F)CC(c1ccc(Cl)c(Cl)c1)N2 (stereo not given),-0.6,13,-2.6,10,-10,9,-0.4,-4,-4,23
CCOC(=O)Cc1nnc(Nc2ccc(C(=O)NC)cc2)c2ccccc12,-0.9,-14,/,-4,4,18,-0.9,2,2,4
C/C(CC(=O)Nc1ccccn1)=N\NC(=O)c1cnccn1,1.3,8,/,4,-1,22,-0.4,5,-8,-3

# Rewritten with tabs: four of the compounds above.
SMILES	Mtb UGM inh	DUSP3 inh	BioA inh	MazEF act	BoNT-F LC inh	GDH-TPI counter	FadD28 FP inh	FBA Mtb inh	Rv3671c protease	CCHF vOTU inh
Cc1cc(=O)oc2c3c(cc(OCC(=O)NCc4ccco4)c12)OC(C)(C)CC3	-2.7	9	7.0	-1	0	13	-2.6	+	0	-162
CCCCOC(=O)c1ccc(Nc2ccc([N+](=O)[O-])cn2)cc1	1.0	-4	/	3	9	14	0.4	-6	-2	0
COc1ccc(C(=O)NC(=S)Nc2ccc(Cl)cn2)cc1OC	-1.0	18	/	6	-2	6	-4.3	2	-14	6
CCN(CC)C(=O)CSc1nc2ccccc2c(=O)n1-c1cccc(OC)c1	1.9	16	2.0	7	14	-14	-4.1	-19	4	3

# (next part)
SMILES,Mtb UGM inh,DUSP3 inh,BioA inh,MazEF act,BoNT-F LC inh,GDH-TPI counter,FadD28 FP inh,FBA Mtb inh,Rv3671c protease,CCHF vOTU inh
O=[N+]([O-])c1ccccc1CNCCCCCO,1.3,/,-0.5,-3,-7,-3,-3.7,-1,-5,0
Cc1nc(C(=O)Nc2ccccc2Cl)cc2c1[nH]c1ccccc12,1.1,12,0.8,11,2,8,-5.1,-12,-54,1
CCS(=O)(=O)Nc1ccc(NC(C)=O)cc1,-1.9,-2,-1.7,-2,-2,-7,-3.4,1,-1,-5
O=C(COC(=O)c1ccc(Cl)cc1[N+](=O)[O-])NCc1ccco1,1.2,/,2.0,3,3,0,-0.7,1,8,-7
Cn1c(-c2ccc(Cl)cc2)cnc1NCc1cc2c(cc1[N+](=O)[O-])OCO2,-0.6,21,0.9,26,-2,7,-2.5,0,7,13
COc1ccc(CC(=O)OCC(=O)Nc2ccc3c(c2)OCCO3)cc1OC,-0.5,-5,/,-2,-16,1,-0.3,-1,-1,-2
Cc1ccccc1OCC(=O)Nc1ccc(N2CCOCC2)cc1N1CCOCC1,-0.4,/,-0.1,4,1,-10,-2.6,1,-8,8
O=C(O)c1ccc(N2C(=O)CC(N3CCN(c4cccc(C(F)(F)F)c4)CC3)C2=O)cc1 (stereo not given),3.7,-8,-3.6,-4,?,11,-0.3,1,-2,4
Cc1ccc(/C=N/N2CCN(C3c4ccccc4-c4ccccc43)CC2)o1,-1.7,9,/,0,-7,-14,-2.3,1,16,-6
COc1cc(C(=O)NC2CCCc3ccccc32)cc(OC)c1C (stereo not given),2.1,25,-0.7,9,1,5,-1.4,8,2,12
CCOC(=O)c1c(N)n[nH]c1-c1ccccc1,-1.8,35,-2.0,4,-6,11,-1.8,9,3,4
S=C(NCCN(C1CCCCC1)C1CCCC1)Nc1cccc(Cl)c1,-0.3,-13,-0.6,21,-4,0,-3.4,1,-1,12
COc1cc2c(cc1OC)C(C)N(C(=O)c1cc(Cl)nc(Cl)c1)CC2 (stereo not given),0.3,31,37,-13,6,-3,-1.1,1,5,-1

# Of the compounds above, 2 contain a tert-butyl group.
SMILES,Mtb UGM inh,DUSP3 inh,BioA inh,MazEF act,BoNT-F LC inh,GDH-TPI counter,FadD28 FP inh,FBA Mtb inh,Rv3671c protease,CCHF vOTU inh
Cc1ccc(C(C)(C)C)cc1S(=O)(=O)Nc1cccc(C(=O)N2CCN(c3ccccn3)CC2)c1,/,/,-1.3,-9,19,8,-2.0,2,/,13
CC(C)(C)C1CCC(C(=O)Nc2cccnc2)CC1 (stereo not given),2.2,26,11,5,1,-8,-7.2,1,1,8
